Assay outcomes (PubChem)
NTR1 agonist: agonists of NTR1, primary screen, imaging, U2OS cells, beta-arrestin-GFP, high content (AID 493036) | Neurotensin receptor type 1 (Homo sapiens), P30989 | NTR1-U2OS beta-arrestin-GFP spot imaging, agonist mode | activation, % at 20 µM | actives 0.17% (n = 330,000);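 active = activation at or above 40% of the spot to cytoplasm intensity ratio, with at least 20 cells analyzed; inconclusive = wells under 20 cells, flagged as cytotoxic or low count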;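 also: 0% = DMSO without peptide and 100% = 100 nM NTR1 peptide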
Target sequence (P30989 whole entry, looked up): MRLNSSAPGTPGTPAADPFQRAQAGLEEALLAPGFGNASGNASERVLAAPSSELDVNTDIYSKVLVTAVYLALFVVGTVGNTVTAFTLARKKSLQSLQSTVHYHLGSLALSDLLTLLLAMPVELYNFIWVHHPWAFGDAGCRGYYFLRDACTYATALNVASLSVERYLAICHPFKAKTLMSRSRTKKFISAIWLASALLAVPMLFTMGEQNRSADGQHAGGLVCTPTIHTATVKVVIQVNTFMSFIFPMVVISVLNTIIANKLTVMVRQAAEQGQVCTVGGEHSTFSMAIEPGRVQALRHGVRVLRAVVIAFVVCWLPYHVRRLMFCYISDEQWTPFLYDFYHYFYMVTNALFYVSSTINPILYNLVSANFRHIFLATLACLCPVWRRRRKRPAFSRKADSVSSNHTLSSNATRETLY
T cell modulator: modulators of CD8 T cell-vesicle binding, primary screen, mouse 2C CD8+ T cells, flow cytometry | calls only at 7 µM | 2C CD8+ T cell-vesicle binding; active compounds read low | actives 0.068% (n = 330,000);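 active = response, share of CD8 T cells binding vesicles, and their 90th percentile fluorescence all below set limits, cut at about 80% in these data, passing the limit was not always enough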
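material = purified 2C TCR transgenic mouse naive CD8+ T cells | controls = Unloaded micro-vesicles (low), QL9 vesicles with 0.7% DMSO (high) | detection = cytometric PE anti-B7-1 and Alexa647 anti-CD8 signals after 1% paraformaldehyde fixation | incubation = binding step 1.5 h, 37 °C, antibody labelling 20 min, ice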
GPR55 antagonists: GPR55 antagonists blocking LPI-driven arrestin recruitment, primary screen, imaging, U2OS, beta-arrestin-GFP, LPI agonist (AID 2013); actives 0.13% (n = 290,000); one-dose inhibition, % at 10 µM; IC50 in µM for titrated hits; U2OS GPR55 beta-arrestin-GFP translocation imaging, LPI antagonism; higher % means a stronger effect;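 active = spots per cell inhibited over 60%, with over 100 cells counted and total cytoplasm intensity under 500,000; inconclusive = wells with under 100 cells, flagged as likely toxic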;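 also: U2OS cells stably carrying GPR55 and arrestin-GFP stimulated by 5 µM LPI near EC80; imaged beta-arrestin-GFP aggregate spots per cell after agonist stimulation; plate controls were LPI-stimulated DMSO wells for no effect and DMSO wells without LPI for full effect; some results filed as inactive read as strong as hits; confirmed hits need IC50 under 10 µM and bright autofluorescent wells are also inconclusive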
KOR beta-arrestin-1: KOR antagonists, beta-arrestin recruitment, cell-based, luminescence, uHTS (AID 1778). Kappa-type opioid receptor (Homo sapiens). KOR beta-arrestin recruitment, luminescence, antagonist mode; higher % means a stronger effect. inhibition, % at 10 µM; hits with a dose series show IC50 in µM. actives 0.091% (n = 290,000); also: strong numbers were not always called active
GPR55 activation: GPR55 agonists via beta-arrestin recruitment, primary screen, imaging, U2OS cells, beta-arrestin-GFP redistribution (AID 1961). G-protein coupled receptor 55 (Homo sapiens). actives 0.048% (n = 290,000). activation, % at 10 µM, or EC50 in µM where a hit was titrated. U2OS GPR55 beta-arrestin-GFP redistribution imaging; higher % means a stronger effect;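 active = activation above 40% with more than 50 cells counted in the well; inconclusive = wells holding fewer than 50 cells, flagged as toxic or sparse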;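 also: U2OS osteosarcoma cells stably expressing GPR55 and beta-arrestin-GFP; plate controls were DMSO negative control for no effect and LPI positive control for full effect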
Myeloid diff 2: induction of myeloid progenitor differentiation, primary screen, cell-based, flow cytometry, MLPCN library; ER-HoxA9 myeloid progenitors, lysozyme-GFP differentiation; calls only at 10 µM; actives 1% (n = 360,000);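 active = normalized GFP-positive differentiation at or above the plate's own cutoff, the solvent-only control mean plus 3 SD; inconclusive = no clear call, values can overlap the other calls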;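 also: cells exposed to compound for four days before flow analysis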
NOD1 NF-kB reporter: NOD1 signaling inhibitors, primary screen, cell-based, luminescence, uHTS (AID 1578); NOD1-driven NF-kB luciferase reporter cells, luminescence; higher % means a stronger effect; one-dose inhibition, % at 4 µM; EC50 in µM for titrated hits; actives 1% (n = 290,000); in the data active = inhibition mostly above about 36%, no sharp cut-off; inactive = mostly below about 34%;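 also: HEK-293T reporter cells stimulated with the NOD1 agonist gamma-tri-DAP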
KOR beta-arrestin-2: KOR agonists, beta-arrestin recruitment, primary screen, cell-based, luminescence, uHTS (AID 1777) | KOR beta-arrestin recruitment, luminescence; higher % means a stronger effect | activation, % at 10 µM; hits with a dose series show EC50 in µM | actives 0.02% (n = 280,000); in the data active = activation above about 50%, passing the limit was not always enough; also: a part of the inactive calls stands beside numbers as strong as those of hits
HEK293 NOD2/NF-kB: NOD2 signaling inhibitors, cell-based, luminescence, uHTS, HEK293 (AID 1566); HEK293 NOD2/NF-kB luciferase reporter, luminescence; higher % means a stronger effect; one-dose inhibition, % at 4 µM; EC50 in µM for titrated hits; actives 0.63% (n = 290,000); also: many of its hits are not listed in these tables
T cell modulator vesicle-bound %: further read-out of T cell modulator, marked with its call; double positive events, %; measured here: CD8+ vesicle-bound cell fraction;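 binding gate set so that unloaded-vesicle control wells show 10% double positive cells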
NTR1 agonist cell count 20 µM: second read-out of NTR1 agonist, no call of its own (marks repeat the call); cell count; measured here: cell count, cytotoxicity flag
Myeloid diff 2 GFP+ MAC1+ %: recorded beside Myeloid diff 2, whose call it bears; GFP+ MAC1+ double positive, %; measured here: differentiation confirmed by MAC1 staining
* = called active by the depositor; i = inactive; ? = inconclusive; nt = not tested or not shown; [ ] = dose if it differs, or a comment. Rule as the data show it, unless noted: active = inhibition above about 50%; inactive = the rest.

SMILES	NTR1 agonist	NTR1 agonist cell count 20 µM	T cell modulator	T cell modulator vesicle-bound %	GPR55 antagonists	KOR beta-arrestin-1	GPR55 activation	Myeloid diff 2	Myeloid diff 2 GFP+ MAC1+ %	NOD1 NF-kB reporter	KOR beta-arrestin-2	HEK293 NOD2/NF-kB
COc1ccc(C(C)NC(=O)c2ccncc2)cc1 (configuration not stated)	0.1	64	i	60	-11%	-2%[20 µM]	-0.4%	i	0.2	-36%	-4.1%	9%
COC(Cn1c(C)c(C(C)=O)c(C(C)=O)c1C)OC	0.0	48	i	48	10%	17%	-0.1%	i	0.5	7%	-0.8%	10%
O=C(O)c1ccc(N/N=C/c2ccc(-c3cccc(Cl)c3)o2)cc1	0.7	68	i	32	8%	-2%	-0.1%	i	0.2	-10%	nt	-76%
CCOC(=O)C1CCCN(c2cc(C)nc3cc(-c4ccc(F)cc4)nn23)C1 (configuration not stated)	7.4	51	i	6	-12%	-10%	-0.1%	i	2.5	17%	1.4%	4%
COc1ccc(CCNC(=O)CCCn2c(=O)[nH]c3cc(OC)c(OC)cc3c2=O)cc1OC	-0.6	84	i	14	-9%	-5%	0.4%	i	1.4	-21%	1.0%	11%
Cc1ccc(CCNC(=O)c2cc(-c3ccncc3)nc3ccccc23)cc1	-0.3	65	i	23	15%	9%	-0.1%	i	0.5	-7%	0.2%	10%
O=C(Nc1ncnc2sc3c(c12)CCCC3)c1ccncc1	-0.2	53	i	57	-4%	6%	0.3%	i	0.3	-27%	-4.7%	20%
COc1ccc(NC(=O)c2ccc(=O)[nH]c2)cc1S(=O)(=O)N1CCCCC1	2.2	55	i	46	10%	-29%	0.0%	nt	nt	-22%	4.7%	7%
COC(=O)[C@H](C)NC(=O)NCc1ccco1	-1.1	51	i	22	-3%	16%	0.3%	i	0.7	-28%	7.0%	6%
CCc1ccc(CNCc2ccc(F)cc2)cc1	0.4	63	i	62	6%	26%	0.6%	i	0.7	-25%	-3.1%	-1%
COc1ccc(C(=O)N=C2SC3CS(=O)(=O)CC3N2Cc2ccc(F)cc2)cc1 (configuration not stated)	6.5	54	i	14	-3%	-14%	0.3%	i	4.8	24%	5.1%	-2%
Cc1nn(Cc2cccc(F)c2)c(C)c1NC(=O)c1c([N+](=O)[O-])c(C)nn1C	-2.3	65	i	34	11%	-43%	0.0%	i	5.5	-18%	0.7%	10%
COCCNC(=O)Cn1c(=O)n(CCCCCC(=O)NCc2ccc3c(c2)OCO3)c(=O)c2sccc21	-1.2	69	i	34	-6%	-33%	0.1%	nt	nt	7%	0.7%	-1%
COCc1cc(=O)[nH]c2cc(NC(=O)C(C)(C)CCl)c(C)cc12	-2.1	83	i	26	15%	47%	0.2%	i	0.8	-16%	-3.5%	-2%
O=S(=O)(NCCN1CCOCC1)c1ccc2c(c1)OCCO2	-0.6	33	i	44	-13%	-10%	-0.3%	i	0.3	-32%	-0.3%	10%
CNc1ccc(Cl)cc1C(N)=O	-0.4	46	i	40	10%	0%	-0.2%	i	0.5	-2%	-0.4%	19%
Cc1noc2ncnc(SCc3ccc(C(F)(F)F)cc3)c12	2.3	51	i	32	17%	12%	-0.2%	i	0.6	-8%	4.0%	-8%
CCN(c1ccc(OC)cc1)S(=O)(=O)N1CCCC(C(=O)NCc2ccccc2Br)C1 (configuration not stated)	2.8	62	i	21	3%	12%	-0.4%	?	nt	13%	4.1%	20%
CC(=O)Nc1ccc(C(=O)OCc2ccc(F)cc2Cl)cc1	1.7	40	i	19	4%	5%	-0.4%	i	0.2	-9%	-2.5%	26%
Cc1ccc2oc(-c3cccc(NC(=S)NC(=O)c4cccs4)c3)nc2c1	1.2	34	i	60	7%	12%	0.0%	i	1.4	-41%	2.2%	-46%
COc1ccccc1CC(NC(C)=O)C(=O)NC1CCN(C(=O)Nc2ccccc2Cl)CC1 (configuration not stated)	0.2	52	i	49	2%	-11%	-0.2%	i	0.1	-19%	3.6%	3%
CC1C(=O)N(Cc2ccc([N+](=O)[O-])cc2)c2ccccc2N1C(=O)C1CC1 (configuration not stated)	1.0	27	i	47	11%	16%	-0.3%	nt	nt	3%	-3.6%	3%
CCOc1ccccc1NC(=O)c1ccoc1C	-2.0	61	i	67	5%	-38%	0.2%	i	1.0	-11%	0.6%	18%
Cn1c(=O)cc(SCC(=O)Nc2cccnc2)c2ccccc21	0.2	70	i	45	1%	-1%	0.0%	i	0.4	-56%	-0.9%	-1%
COc1ccc(/C=C2\C(=O)OCc3cc(OC)c(OC)cc32)cc1OC	1.5	41	i	56	-8%	14%	-0.2%	i	0.8	-7%	0.2%	-2%
Cc1cccc(C(=O)N2CCc3cc(-c4nc(NC(=O)CN5CCCC5)sc4C)ccc32)c1	2.7	45	i	26	-6%	33%	0.6%	i	1.0	31%	-5.1%	22%
Cc1ccc(S(=O)(=O)N2CCCCC2)cc1NC(=O)CN1C(=O)CN(C)C1=O	0.0	42	i	55	10%	-31%	0.2%	i	0.0	8%	-1.4%	7%
COc1ccc(CCN(Cc2nc3ccccc3c(=O)[nH]2)C(=O)C2CC2)cc1	-0.2	36	i	52	4%	-41%[20 µM]	0.1%	i	1.0	-19%	-2.5%	-5%
O=c1c2ccccc2nnn1CSc1nnc(Nc2ccccc2)s1	6.7	67	i	50	1%	29%	0.3%	i	1.3	-18%	6.8%	-19%
CCC(c1nnnn1CCc1ccccc1)N(Cc1ccco1)Cc1cc2cc(C)cc(C)c2[nH]c1=O (configuration not stated)	4.7	66	i	26	5%	26%	0.2%	i	1.0	9%	-3.7%	8%
CCOC(=O)c1ccc(-n2c(CN3CCC(C(N)=O)CC3)nc3ccc([N+](=O)[O-])cc3c2=O)cc1	2.0	67	i	46	4%	4%	-0.3%	i	0.4	-5%	-4.9%	9%
COCCNCCCOc1ccc(C(C)(C)c2ccccc2)cc1	0.5	76	i	52	-2%	-46%	0.3%	i	1.1	-15%	2.4%	5%
Cc1ccc(/C=C/C(=O)O)cc1S(=O)(=O)Nc1ccc(C(=O)O)cc1	-0.9	60	i	4	-7%	-23%	0.2%	i	0.1	1%	4.8%	14%
C=CCOc1ccccc1CN1CCN(CCc2ccccc2)C(CCO)C1 (configuration not stated)	0.9	63	i	34	11%	-26%[20 µM]	0.2%	i	0.1	5%	-4.4%	1%
Cc1cccc2cc3cccc(C)c3nc12	0.4	99	i	34	12%	0%	-0.1%	i	0.4	-8%	2.9%	8%
CCNC(=O)CN1C(=O)NC2(CCCc3cc(OC)ccc32)C1=O (configuration not stated)	-0.2	43	i	37	-3%	4%	-0.1%	i	0.7	-8%	6.0%	-8%
CCc1cc2c(=O)[nH]c(-c3ccncc3)nc2s1	-0.2	70	i	36	-8%	-17%	0.0%	i	0.0	30%	8.7%	9%
CCCCNC(=O)/C=C1\Sc2ccccc2NC1=O	16	43	i	47	7%	16%	-0.2%	i	0.3	-18%	0.4%	-4%
COCCNC(=O)C1CC(c2ccccc2[N+](=O)[O-])=NO1 (configuration not stated)	0.6	67	nt	nt	5%	23%	0.0%	i	0.4	-6%	-2.2%	8%
Cc1ccc(C(=O)C(C)OC(=O)Cn2[nH]c(=O)c3ccccc3c2=O)cc1C (configuration not stated)	-0.7	69	i	11	62%	1%	0.4%	i	1.1	-13%	-3.6%	4%
C/C=C/C(=O)OCC(=O)NC(=O)NC(C)C	-4.3	93	i	30	11%	0%	-0.1%	i	0.6	-4%	4.6%	9%
COc1ccc(C(=O)CC(c2ccccc2)C2C(=O)CCCC2=O)cc1 (configuration not stated)	0.8	54	i	11	4%	-4%	-0.2%	i	2.1	-6%	-4.0%	8%
Nc1nc(NC(=O)CCC(=O)O)nn1-c1ccccc1	0.9	55	i	34	10%	16%	-0.1%	i	0.4	2%	-0.8%	2%
CCOc1cc(S(=O)(=O)n2cc(-c3ccc(F)cc3)c(N)n2)cc(OCC)c1OCC	4.5	73	i	42	4%	18%	-0.1%	i	0.6	5%	-3.1%	-2%
CC(C)c1cccc(C(C)C)c1NC(=O)CN1C(=O)NC2(CCCC2)C1=O	-1.3	68	i	43	12%	4%	-0.2%	i	2.9	-15%	-1.6%	-15%
COc1ccc(OC)c(NC2=NC3(CCCCC3)N=C(N)N2)c1	-1.4	92	i	34	10%	-43%	0.0%	i	0.5	-12%	-2.1%	9%
O=C(CSCc1ccco1)N1CCc2ccccc21	-0.7	29	i	45	6%	-18%	0.2%	i	0.4	-36%	1.6%	-82%
COc1ccccc1C(C)NC(=O)CCOc1cccc(C)c1 (configuration not stated)	-2.0	69	i	35	-13%	-6%	-0.5%	i	0.7	-12%	6.2%	2%
CC1CCCC(C)N1/N=C/c1ccccc1Br (configuration not stated)	1.9	96	i	27	1%	-17%	-0.1%	i	0.7	-16%	-0.8%	-28%
Cn1c2ccccc2c2nnc(SCN3C(=O)c4ccccc4C3=O)nc21	nt	nt	nt	nt	10%	24%	-0.2%	nt	nt	-4%	2.2%	1%
Nc1ccccc1Sc1cc(Cl)nnc1Cl	-1.0	86	i	35	-2%	9%	0.1%	i	0.3	0%	-2.8%	3%

Not all compounds are listed; count on the stated rates, not on these rows.
